HP1b binding inh = HTS for Inhibitors of HP1-beta Chromodomain Interactions with Methylated Histone Tails. Chromobox protein homolog 1 (Homo sapiens), P83916. AlphaScreen HP1-beta / biotin-H3K9me3 peptide binding. Potency, µM (highest dose often 114 µM), for inactives: at the top dose activity change, negative = inhibition, usual class: inhibitors. 0.56% of 390,000 active. AID 540317, 2011; further: potency means the concentration at half of the fitted maximal effect; nearly all actives have a fitted effect of over 70% in size; inactives centre near 23
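HP1-beta protein (50 nM final) preincubated 30 min at room temperature with biotinylated H3(1-18)K9me3 peptide (50 nM) in PBS pH 7.4, 0.01% Tween-20, then compound added for 30 min. AlphaScreen streptavidin donor/nickel chelate acceptor beads (10 ug/mL final), 30 min dark, luminescence read.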
TrxR1 inh = qHTS Assay for Inhibitors of Mammalian Selenoprotein Thioredoxin Reductase 1 (TrxR1): qHTS; AID 588453, 2011; recombinant rTrxR1, NADPH fluorescence consumption, selenite substrate; 1% of 390,000 active; Potency, µM (doses to about 114 µM), for the others: at the highest dose activity change, negative = inhibition, actives largely listed as inhibitors; Thioredoxin reductase 1, cytoplasmic (Rattus norvegicus), O89049; further: potency means the concentration at half of the fitted maximal effect; on the % scale 0 is the no-effect control and ±100 the full control effect; nearly all actives have a fitted effect of over 65% in size
Target sequence (O89049 whole entry, looked up): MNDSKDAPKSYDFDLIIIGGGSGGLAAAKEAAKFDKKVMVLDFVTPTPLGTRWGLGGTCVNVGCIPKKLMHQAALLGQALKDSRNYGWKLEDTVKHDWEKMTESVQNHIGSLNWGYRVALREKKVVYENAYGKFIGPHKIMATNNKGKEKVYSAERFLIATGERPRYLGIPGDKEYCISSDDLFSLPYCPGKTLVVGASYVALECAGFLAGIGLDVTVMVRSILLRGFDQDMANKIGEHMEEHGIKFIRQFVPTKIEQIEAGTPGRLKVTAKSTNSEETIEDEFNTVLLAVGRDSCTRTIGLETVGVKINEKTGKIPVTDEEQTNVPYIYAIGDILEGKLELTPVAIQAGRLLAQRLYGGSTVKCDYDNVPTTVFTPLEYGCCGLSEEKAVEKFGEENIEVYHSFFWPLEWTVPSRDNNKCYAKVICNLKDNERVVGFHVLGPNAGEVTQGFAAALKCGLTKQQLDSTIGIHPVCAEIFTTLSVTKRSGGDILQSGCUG
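Rat TrxR1 (90 nM in the dispensed reagent) was pre-reduced with 400 uM NADPH for 5 min at room temperature, then incubated with compound for 15 min. After 400 uM selenite was added, NADPH fluorescence (Ex 340/Em 450 nm) was followed for 8 min.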
Tb PGK inh = qHTS Assay to Find Inhibitors of Phosphoglycerate Kinase | Phosphoglycerate kinase, glycosomal (Trypanosoma brucei brucei), P07378 | PGK/GAPDH coupled, Kinase-Glo luminescence, 60 min | Potency, µM (series often up to 57.5 µM), for the others: at the top dose activity change, negative = inhibition, most hits filed as inhibitors | 0.043% of 380,000 active | AID 602233, 2012; further: potency means the concentration at half of the fitted maximal effect; on the % scale 0 is the no-effect control and ±100 the full control effect; nearly all actives have a fitted effect of over 60% in size
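Recombinant glycosomal PGK reaction used 1,3-bisphosphoglycerate generated in-well by GAPDH (100nM final) in 100mM TEA pH 7.6, 5mM MgCl2, 0.01% Tween-20. After 60 minutes at room temperature, ATP was read by Kinase-Glo Plus luminescence end-point.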
mIDH1 inhibitor = qHTS for Inhibitors of mutant isocitrate dehydrogenase 1 (IDH1): qHTS; Isocitrate dehydrogenase [NADP] cytoplasmic (Homo sapiens), O75874; IDH1-R132H enzyme, NADPH consumption, diaphorase/resazurin fluorescence; Potency, µM (doses to about 76.6 µM), inactives show at the top dose activity change, negative = inhibition, hits mostly inhibitors; 0.093% of 390,000 active; AID 602179, 2012; further: potency means the concentration at half of the fitted maximal effect; on the % scale 0 is the no-effect control and ±100 the full control effect; nearly all actives have a fitted effect of over 65% in size
Target sequence (O75874 whole entry R132H, stated change not applied): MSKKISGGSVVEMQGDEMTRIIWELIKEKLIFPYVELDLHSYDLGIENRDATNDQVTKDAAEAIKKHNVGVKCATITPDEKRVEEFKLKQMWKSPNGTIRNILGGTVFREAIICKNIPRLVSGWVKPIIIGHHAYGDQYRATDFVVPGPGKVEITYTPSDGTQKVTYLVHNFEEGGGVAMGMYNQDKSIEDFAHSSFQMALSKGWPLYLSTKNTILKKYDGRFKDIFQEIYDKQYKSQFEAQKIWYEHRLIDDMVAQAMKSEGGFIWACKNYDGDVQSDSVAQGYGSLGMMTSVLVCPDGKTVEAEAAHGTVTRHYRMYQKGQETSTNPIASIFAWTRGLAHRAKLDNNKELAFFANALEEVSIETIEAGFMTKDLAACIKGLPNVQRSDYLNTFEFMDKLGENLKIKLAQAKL
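IDH1-R132H (0.5 ug/mL) preincubated 30 min with compound, then NADPH (0.016 mM) and alpha-KG (2 mM) added; 80 min at RT, pH 7.5. Remaining NADPH coupled via diaphorase/resazurin to fluorescence (540/590 nm); concentration-response curves normalized to no-enzyme control.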
Pin1 inh = qHTS Assay to Find Inhibitors of Pin1 | 0.009% of 390,000 active | AID 504891, 2011 | Potency, µM (top dose mostly 115 µM), without a hit: top-dose activity, negative = inhibition, most hits filed as inhibitors | Peptidyl-prolyl cis-trans isomerase NIMA-interacting 1 (Homo sapiens), Q13526 | Pin1 FP peptide displacement, HiFluor488, 10 min; active means well fitted inhibition curve with a large enough effect in the polarisation, with a control signal flat, not every such curve was filed as active; inconclusive means small, poorly fitted or top-dose-only effect, or effect the other way, or a change in a side signal; inactive means no such curve, though single readings can be large or run the other way; the % refers to the polarisation; further: potency means the concentration at half of the fitted maximal effect; on the % scale 0 is the no-effect control and ±100 the full control effect
Target sequence (Q13526 whole entry, looked up): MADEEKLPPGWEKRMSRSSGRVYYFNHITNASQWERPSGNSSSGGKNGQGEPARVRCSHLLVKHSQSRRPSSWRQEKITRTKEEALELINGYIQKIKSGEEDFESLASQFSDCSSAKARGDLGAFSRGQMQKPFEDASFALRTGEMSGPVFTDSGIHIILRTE
PI4K2A block = qHTS for small molecular inhibitors of PI4K2A; Phosphatidylinositol 4-kinase type 2-alpha (Homo sapiens), Q9BTU6; purified PI4K2A, ADP-Glo luminescence, 1 h; hits give low values; activity change, negative = inhibition, % at 76.9 µM; 0.13% of 420,000 active; AID 1346378, 2018; in the data active means activity change below about -50%; inconclusive means mostly about -30% to -49%;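 further: -100% = wells without enzyme as full effect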
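PI4K2A activity was measured by ADP-Glo luminescence: enzyme (4 ug/mL stock) and phosphatidylinositol (1.2 mM stock) in Tris pH 7.5/MgCl2/EGTA/Triton X-100 buffer were reacted with ATP (300 microM stock) for one hour at ambient temperature.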
GLS inhibitor = qHTS for Inhibitors of Glutaminase (GLS); Glutaminase kidney isoform, mitochondrial (Homo sapiens), O94925; GLS enzymatic activity, qHTS titration; Potency, µM (top dose mostly 45.5 µM), without a hit: top-dose activity change, negative = inhibition, actives largely listed as inhibitors; 0.21% of 410,000 active; further: potency means the concentration at half of the fitted maximal effect; on the % scale 0 is the no-effect control and ±100 the full control effect
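Coupled fluorescence readout: glutamate oxidase/HRP/Amplex Red detect glutamate formed by hKGA from L-glutamine (1 mM solution added). Buffer 45 mM KH2PO4 pH 8.2, 0.02% Tween-20; reads at t0 and 30 min RT.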
USP1-UAF1 inh = Inhibitors of USP1/UAF1: Primary Screen; Ubiquitin carboxyl-terminal hydrolase 1 (Homo sapiens), O94782; recombinant USP1/UAF1, Ub-Rhodamine cleavage fluorescence; Potency, µM (series often up to 57.1 µM), for inactives: at the top dose activity change, negative = inhibition, most hits filed as inhibitors; 0.23% of 390,000 active; AID 743255, 2014; further: potency means the concentration at half of the fitted maximal effect; on the % scale 0 is the no-effect control and ±100 the full control effect; nearly all actives have a fitted effect of over 60% in size; inactives centre near -12
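USP1/UAF1 complex (1 nM) preincubated 15 min at room temperature with compound, then Ub-Rho substrate (150 nM final) added. Kinetic fluorescence at 480/540 nm over 6 reads at 60 s intervals; 50 mM HEPES pH 7.8, 0.5 mM EDTA, 0.1 mg/ml BSA, 1 mM TCEP, 0.01% Tween-20.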
TrxR1 substrate = qHTS Assay for Substrates of Mammalian Selenoprotein Thioredoxin Reductase 1 (TrxR1): qHTS | Thioredoxin reductase 1, cytoplasmic (Rattus norvegicus), O89049 | purified TrxR1 substrate turnover, NADPH consumption readout | Potency, µM (titrated, usually from 114 µM), for inactives: top-dose activity change, negative = substrate turnover | 0.01% of 390,000 active | AID 588456, 2011; further: potency means the concentration at half of the fitted maximal effect; on the % scale 0 is the no-effect control and ±100 the full control effect; nearly all actives have a fitted effect of over 50% in size
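Rat TrxR1, dispensed at 90 nM, was prereduced with 400 uM NADPH (final) for 5 min at ~22 deg C, then incubated with compound 15 min before 400 uM selenite. A first-read NADPH fluorescence drop versus no-compound background flagged substrates.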
An asterisk follows results filed as active; i = inactive; ? = inconclusive; nt = not tested or not shown; & = joins results of further samples; [ ] = another dose, or the depositor's remark. Unless noted, the call rests on the fitted dose curve; in most records, active means well fitted curve in the direction sought with a large enough effect; inconclusive means small, poorly fitted or top-dose-only effect, or another doubt; inactive means no such curve, though single readings can be large; an effect the other way counts as inactive or inconclusive.

entry	compound	HP1b binding inh	TrxR1 inh	Tb PGK inh	mIDH1 inhibitor	Pin1 inh	PI4K2A block	GLS inhibitor	USP1-UAF1 inh	TrxR1 substrate
1	COc1ccc(C(=O)CC(SCC(NC(C)=O)C(=O)O)c2ccc(Cl)cc2)cc1OC (configuration not stated)	28%	10%	nt	-3%	10%	4	2%	-22%	4%
2	Cc1ccc(CS(=O)(=O)Cc2ccc(C(=O)NCc3ccccn3)o2)cc1	39%	?	4%	0%	-1%	0	-1%	1%	11%
3	COc1cc(NS(=O)(=O)c2c(C)[nH]c(C)c2C(=O)N2CCCC2)cc(OC)c1OC	58%[activator]	17%	-7%	1%	-6%	-3	1%	-24%	0%
4	O=C(NC1CCN(C(=S)Nc2ccccc2Cl)CC1)C1CCCCC1	44%[activator]	30%[57.1 µM]	i	3%	4%	4	-7%	-16%	-12%[57.1 µM]
5	Cc1c(NC(=O)/C(C#N)=C/c2ccccc2)c(=O)n(-c2ccccc2)n1C	13%	-2%[57.1 µM]	-1%	-3%	6%	4	7%	-3%	9%[57.1 µM]
6	S=c1[nH]c(-c2ccccc2)cn1/N=C/c1cccs1	23%	18%	-4%	1%	-1%	8	5%	-17%	25%
7	CC(=O)c1cccc(NC(=O)CSc2nc(=O)n(CCN3CCOCC3)c3c2CCCC3)c1	20%	4%[57.1 µM]	i	-6%	2%	2	-13%	-19%	-2%[57.1 µM]
8	O=C(CSc1nccn1Cc1ccc(Cl)cc1)Nc1nc2ccccc2s1	?	15%[57.1 µM]	-10%	-10%	26%	-3	-5%	?	3%[57.1 µM]
9	COc1ccc(NC(=S)NC(=O)c2ccccc2Cl)cc1	?	-27%	nt	-3%	-1%	-2	12%	-25%	0%
10	C=CCN1C2CCCC1CC(NC(=S)Nc1ccc(Cl)cc1)C2 (configuration not stated)	25%	12%	-6%	1%	4%	11	-7%	-21%	6%
11	O=S(=O)(Nc1nc2ccccc2nc1N1CCN(c2ccccc2F)CC1)c1ccc(Cl)cc1	22%	-10%	-9%	-4%	18%	1	nt	-23%	-4%
12	COC(=O)C1=C(COc2ccccc2)NC(=O)NC1c1ccc(Br)cc1 (configuration not stated)	48%[activator]	15%	-10%	5%	-1%	6	-6%	-25%	-1%
13	CCOC(=O)N1CCN(C(=O)c2ccc(Cn3c(=S)[nH]c4cc5c(cc4c3=O)OCO5)cc2)CC1	11%	5%	-3%	2%	6%	4	-15%	-14%	1%
14	COc1ccccc1C(=O)NCCn1cc(SCC(=O)Nc2cc(C)on2)c2ccccc21	7%	25%	9%	3%	6%	0	0%	-12%	4%
15	Cc1ccc(C)c(N2CCN(C(=O)Cn3cnc4sc(C)c(S(=O)(=O)N5CCN(c6ncccn6)CC5)c4c3=O)CC2)c1	28%	17%	-3%	10%	36%[activator]	-6	-2%	-30%	3%[2.29 µM]
16	Cc1nc2ccc(NC(=O)COc3cccc(F)c3)cc2s1	90%[activator]	28%	i	0%	2%	-5	0%	-23%	3%
17	Clc1ccc(COc2ccccc2-c2ccnc3ncnn23)cc1	52%[activator]	9%	-8%	20%	0%	-3	1%	-11%	34%
18	CCCOc1ccc(C(=O)N(Cc2cccs2)C2CCS(=O)(=O)C2)cc1 (configuration not stated)	14%&29%	-3%	-4%	-1%&15%	4%&1%	-1&-1	0%&-1%	-3%&-16%	-8%
19	COc1ccccc1CNC(=O)CCC(=O)N1CC(C)Sc2ccccc21 (configuration not stated)	47%&25%[activator]	2%[57.1 µM]	4%	4%&-2%	3%&-2%	-6&2	3%&-3%	-6%&10%	2%[57.1 µM]
20	CC1(NC(=O)CSc2nnc(-c3c[nH]c4ccccc34)n2C2CC2)CCS(=O)(=O)C1 (configuration not stated)	31%	8%	-8%	6%	8%	0	1%	-14%	1%
21	O=C(NCC1COc2ccccc2O1)c1ccco1 (configuration not stated)	29%	8%[0.457 µM]	-14%	10%	6%	13	2%	-14%	-24%[57.1 µM]
22	Cc1cc(=O)oc2cc(OCC(=O)NC3CC(C)(C)NC(C)(C)C3)c(Cl)cc12	12%[57 µM]	15%	-9%	3%	1%	10	3%	-1%	6%
23	O=C(/C=C/c1ccccc1)CCN1CCCCC1	12%[57 µM]	?	i	5%	-2%	11	1%	-5%	-5%[57.1 µM]
24	O=C(COC(=O)/C=C/c1ccc(Cl)cc1)NC1CCCC1	47%[activator]	45%[activator]	i	6%	0%	5	-7%	-17%	4%
25	COc1ccc(CNC(=O)CN(Cc2ccccc2)C(=O)c2csnn2)cc1	11%	-2%	-6%	16%	4%	8	1%	-7%	-3%

Four of the entries above in order of the Tb PGK inh value, falling:
| # | structure | HP1b binding inh | TrxR1 inh | Tb PGK inh | Pin1 inh | PI4K2A block | GLS inhibitor | USP1-UAF1 inh | TrxR1 substrate |
| --- | --- | --- | --- | --- | --- | --- | --- | --- | --- |
| 13 | CCOC(=O)N1CCN(C(=O)c2ccc(Cn3c(=S)[nH]c4cc5c(cc4c3=O)OCO5)cc2)CC1 | 11% | 5% | -3% | 6% | 4 | -15% | -14% | 1% |
| 18 | CCCOc1ccc(C(=O)N(Cc2cccs2)C2CCS(=O)(=O)C2)cc1 (configuration not stated) | 14%&29% | -3% | -4% | 4%&1% | -1&-1 | 0%&-1% | -3%&-16% | -8% |
| 3 | COc1cc(NS(=O)(=O)c2c(C)[nH]c(C)c2C(=O)N2CCCC2)cc(OC)c1OC | 58%[activator] | 17% | -7% | -6% | -3 | 1% | -24% | 0% |
| 12 | COC(=O)C1=C(COc2ccccc2)NC(=O)NC1c1ccc(Br)cc1 (configuration not stated) | 48%[activator] | 15% | -10% | -1% | 6 | -6% | -25% | -1% |

More compounds:
entry	compound	HP1b binding inh	TrxR1 inh	Tb PGK inh	mIDH1 inhibitor	Pin1 inh	PI4K2A block	GLS inhibitor	USP1-UAF1 inh	TrxR1 substrate
26	CC(C)NC(=O)Nc1ccc(Br)cc1Cl	17%	13%[57.1 µM]	2%	2%	4%	3	0%	-13%	9%[57.1 µM]
27	Cc1cccc(CC(=O)NC2CCS(=O)(=O)C2)c1 (configuration not stated)	10%	-2%	-10%	3%	0%	-2	1%	-23%	-1%
28	COc1ccc(C2c3[nH]c4ccccc4c3C[C@H]3C(=O)N(C4CCN(Cc5ccccc5)CC4)CC(=O)N23)cc1OC (some centres not stated)	-7%	29%	i	0%	8%	4	-8%	-21%	0%
29	COc1ccc(N2CSC3=C(C#N)C(c4cccc(OC)c4OC)CC(=O)N3C2)cc1 (configuration not stated)	?	?	1%	10%	12%	-4	-1%	-18%	-6%[57.1 µM]
30	Cc1ccc(S(=O)(=O)N(CC(=O)Nc2ccc(Cl)cc2)C(=O)N2CCN(C)CC2)cc1	20%	-1%	i	7%	1%	2	-11%	-17%	1%
31	CCOc1ccccc1N1CCN(C(=O)c2cc(S(=O)(=O)N(C)C)ccc2N2CCCC2)CC1	13%	-9%	-1%	15%	-2%	5	0%	-17%	-4%
32	O=C(NCc1cccnc1)C1CCCN(S(=O)(=O)c2ccc(Br)cc2)C1 (configuration not stated)	10%	14%[57.1 µM]	i	1%	-8%	-1	6%	-9%	-10%
33	CCOc1ccccc1N1C(=O)c2ccc(S(=O)(=O)c3ccc(C(=O)O)cc3)cc2C1=O	12%	-7%	-9%	-13%	-10%	-7	3%	4%	-8%
34	CCOC(=O)N1CCN(C(=O)CCl)CC1	34%	?	15%	-1%	-7%	-6	-1%	6%	3%
35	CN(C)S(=O)(=O)c1cccc(NC(=S)NCc2ccco2)c1	18%	?	-5%	0%	2%	11	8%	-27%	-5%

Retrieved by structure from above:
entry	compound	HP1b binding inh	TrxR1 inh	Tb PGK inh	mIDH1 inhibitor	Pin1 inh	PI4K2A block	GLS inhibitor	USP1-UAF1 inh	TrxR1 substrate
35	CN(C)S(=O)(=O)c1cccc(NC(=S)NCc2ccco2)c1	18%	?	-5%	0%	2%	11	8%	-27%	-5%
33	CCOc1ccccc1N1C(=O)c2ccc(S(=O)(=O)c3ccc(C(=O)O)cc3)cc2C1=O	12%	-7%	-9%	-13%	-10%	-7	3%	4%	-8%

Source: PubChem BioAssay (National Center for Advancing Translational Sciences (NCATS))

This is a subset; the hit share may differ from the screen's.
